BLM helicase inh = qHTS Assay for Inhibitors of Bloom's syndrome helicase (BLM); RecQ-like DNA helicase BLM (Homo sapiens), P54132; recombinant BLM DNA unwinding, fluorescence dequenching; Potency, µM (doses to about 56.1 µM), without a hit: top-dose activity change, negative = inhibition, most hits filed as inhibitors; 350,000 tested, 0.2% active; AID 2528, 2010;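 also: potency is read from the fitted curve at half-maximal effect; plate controls were vehicle for no effect and no enzyme for full effect; nearly all actives have a fitted effect of over 35% in size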
POLK inh = qHTS for Inhibitors of Polymerase Kappa | DNA polymerase kappa (Homo sapiens), Q9UBT6 | purified Pol kappa, fluorescent DNA synthesis assay, 10 min | Potency, µM (top dose mostly 107 µM), without a hit: at the highest dose activity, negative = inhibition, most hits filed as inhibitors | 400,000 tested, 0.53% active | AID 588579, 2011; also: potency is read from the fitted curve at half-maximal effect; % is scaled to controls: 0 for no effect and ±100 for the full control effect
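Fluorescent qHTS in 1536-well format: enzyme (10 nM) and compound sat 15 min at room temperature before 50 nM substrate (final) was added. Signal taken at 0 and 10 min; no-enzyme buffer wells were negative controls.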
APEX1 inh = qHTS Assay for Inhibitors of the Human Apurinic/apyrimidinic Endonuclease 1 (APE1). DNA repair nuclease/redox regulator APEX1 (Homo sapiens), P27695. Potency, µM (series often up to 65.8 µM), for the others: at the highest dose activity change, negative = inhibition, most hits filed as inhibitors. AID 2517, 2012. 350,000 tested, 0.35% active. recombinant APE1, TAMRA/BHQ-2 abasic DNA cleavage fluorescence;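 also: potency is read from the fitted curve at half-maximal effect; plate controls were vehicle for no effect and reference inhibitor for full effect; nearly all actives have a fitted effect of over 55% in size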
Target sequence (P27695 whole entry, looked up): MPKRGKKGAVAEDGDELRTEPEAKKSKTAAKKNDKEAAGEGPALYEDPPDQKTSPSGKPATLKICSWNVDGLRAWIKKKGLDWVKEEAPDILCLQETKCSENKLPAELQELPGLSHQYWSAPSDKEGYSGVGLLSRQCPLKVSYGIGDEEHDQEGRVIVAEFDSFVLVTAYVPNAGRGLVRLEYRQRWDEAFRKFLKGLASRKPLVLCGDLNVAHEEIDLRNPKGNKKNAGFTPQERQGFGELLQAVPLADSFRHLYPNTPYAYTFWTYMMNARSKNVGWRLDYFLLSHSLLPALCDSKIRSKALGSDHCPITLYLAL
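Measures dequenching upon AP-site incision of a 5'-TAMRA/3'-BHQ-2 THF-containing duplex, 50 nM; human APE1 0.75 nM after 15 min room-temperature exposure to compound; kinetic three-point read at one-minute spacing.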
Pol eta inh = qHTS for Inhibitors of Polymerase Eta. Potency, µM (highest dose often 114 µM), without a hit: top-dose activity change, negative = inhibition, hits mostly inhibitors. recombinant Pol eta, fluorescent DNA replication assay. DNA polymerase eta (Homo sapiens), Q9Y253. 390,000 tested, 1.2% active; also: potency is read from the fitted curve at half-maximal effect; % is scaled to controls: 0 for no effect and ±100 for the full control effect
Target sequence (Q9Y253 whole entry, looked up): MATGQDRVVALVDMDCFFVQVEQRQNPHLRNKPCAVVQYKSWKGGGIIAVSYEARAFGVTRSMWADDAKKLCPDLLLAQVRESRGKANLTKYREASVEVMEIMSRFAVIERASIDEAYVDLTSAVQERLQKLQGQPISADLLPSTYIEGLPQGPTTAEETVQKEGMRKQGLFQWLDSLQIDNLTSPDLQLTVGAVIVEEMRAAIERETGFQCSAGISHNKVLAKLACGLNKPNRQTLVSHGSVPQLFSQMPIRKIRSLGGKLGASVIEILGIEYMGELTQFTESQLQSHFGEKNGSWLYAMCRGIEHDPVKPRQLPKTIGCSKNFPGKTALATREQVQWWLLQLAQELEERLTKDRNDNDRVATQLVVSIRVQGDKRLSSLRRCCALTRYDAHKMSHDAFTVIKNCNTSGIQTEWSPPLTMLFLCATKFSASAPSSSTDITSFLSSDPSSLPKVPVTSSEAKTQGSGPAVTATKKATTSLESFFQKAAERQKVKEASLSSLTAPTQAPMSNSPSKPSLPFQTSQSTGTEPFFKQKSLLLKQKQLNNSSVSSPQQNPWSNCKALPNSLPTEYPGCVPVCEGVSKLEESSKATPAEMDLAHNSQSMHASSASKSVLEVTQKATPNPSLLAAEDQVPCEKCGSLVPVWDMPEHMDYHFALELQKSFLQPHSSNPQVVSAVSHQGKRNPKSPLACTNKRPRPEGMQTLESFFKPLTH
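Pol eta at 10 nM preincubated with compounds 15 min at room temperature; reaction started with fluorescent substrate (50 nM final) and read kinetically at 0 and 10 min.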
RXFP1 antagonist = qHTS Assay for Antagonists of the Relaxin Receptor RXFP1; Relaxin receptor 1 (Homo sapiens), Q9HBX9; HEK293-RXFP1, relaxin-stimulated cAMP HTRF, 30 min; hits give low values; activity change, negative = inhibition, % at 57.5 µM; 350,000 tested, 0.59% active;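 active = activity change of -60% or lower, but not beyond a set lower limit; inconclusive = change between -60% and -40%, or beyond the set limit; inactive = change above -40%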; also: % is scaled to controls: 0 for no effect and ±100 for the full control effect
POLB inh = qHTS Assay for Inhibitors of DNA Polymerase Beta; 340,000 tested, 1.3% active; Pol beta primer extension/strand displacement, fluorescence kinetic; P06746; Potency, µM (doses to about 114 µM), for the others: top-dose activity change, negative = inhibition, actives largely listed as inhibitors; also: potency is read from the fitted curve at half-maximal effect; % is scaled to controls: 0 for no effect and ±100 for the full control effect
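10 nM enzyme + cpd, 15 min RT; start with substrate 50 nM final; read 0 min and after 10 min RT. Corrected, normalized data; 4-parameter Hill curve fit.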
PGK inhibitor = qHTS Assay to Find Inhibitors of Phosphoglycerate Kinase; Potency, µM (series often up to 57.5 µM), inactives show top-dose activity change, negative = inhibition, actives largely listed as inhibitors; 380,000 tested, 0.043% active; AID 602233, 2012; PGK/GAPDH coupled, Kinase-Glo luminescence, 60 min; Phosphoglycerate kinase, glycosomal (Trypanosoma brucei brucei), P07378; also: potency is read from the fitted curve at half-maximal effect; % is scaled to controls: 0 for no effect and ±100 for the full control effect; nearly all actives have a fitted effect of over 60% in size
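Recombinant glycosomal PGK reaction used 1,3-bisphosphoglycerate generated in-well by GAPDH (100nM final) in 100mM TEA pH 7.6, 5mM MgCl2, 0.01% Tween-20. After 60 minutes at room temperature, ATP was read by Kinase-Glo Plus luminescence end-point.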
Pol iota inh = qHTS for Inhibitors of Polymerase Iota. DNA polymerase iota (Homo sapiens), Q9UNA4. Pol iota fluorescent replication assay, 10 min. Potency, µM (highest dose often 115 µM), for the others: at the highest dose activity, negative = inhibition, actives largely listed as inhibitors. 390,000 tested, 1% active. AID 588590, 2011; also: potency is read from the fitted curve at half-maximal effect
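Fluorescent replication assay read twice, at 0 min and 10 min after adding 50 nM (final) substrate. Enzyme (10 nM) and compounds were first incubated 15 min at room temperature; enzyme-free buffer wells were negative controls.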
Anesthetic bind = qHTS Assay for Identification of Novel General Anesthetics; Ferritin light chain (Equus caballus), P02791; apoferritin/1-aminoanthracene competitive binding, fluorescence; Potency, µM (highest dose often 77.5 µM), inactives show at the top dose activity change, negative = displacement, most hits filed as inhibitors; 350,000 tested, 0.074% active; also: potency is read from the fitted curve at half-maximal effect; % is scaled to controls: 0 for no effect and ±100 for the full control effect; nearly all actives have a fitted effect of over 20% in size
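In PBS, apoferritin at 10 uM is loaded with 1-AMA from a 50% saturated solution. After 10 min of compound exposure at ambient temperature, reduced 535 nm fluorescence indicates probe displacement.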
* marks the source's active call; other numbers are inactive results; i = inactive; ? = inconclusive; nt = not tested or not shown; [ ] = another dose, or the depositor's remark. Unless noted, calls follow the shape of the dose curve; as a rule, active = well fitted curve in the direction sought with a large enough effect; inconclusive = small, poorly fitted or top-dose-only effect, or another doubt; inactive = no such curve, though single readings can be large; an effect the other way counts as inactive or inconclusive. These rows are one share of the data, so the mix of outcomes need not match the whole.

SMILES	BLM helicase inh	POLK inh	APEX1 inh	Pol eta inh	RXFP1 antagonist	POLB inh	PGK inhibitor	Pol iota inh	Anesthetic bind
CCN(CC1COc2ccccc2O1)C(=S)Nc1ccccc1 (stereo not drawn)	-1%	-6%	-2%	-10%	7	29%	i	6%	-20%
N#Cc1nc(COc2ccc(Br)cc2)oc1NCCN1CCOCC1	-3%	-6%	-5%	-25%	9	-2%	5%	28%	?
CCC(C(=O)Nc1ccon1)c1ccccc1 (stereo not drawn)	-4%	-8%	53%[activator]	-7%	4	19%	2%	-3%	?
CCCCn1c(N)c(N(CCOC)C(=O)Cn2c(=O)cnc3ccccc32)c(=O)[nH]c1=O	nt	0%	3%	-16%	-9	nt	-1%	14%	nt
CC(C)c1cccc(C(C)C)c1NC(=O)c1ccc(OCC(=O)NCc2ccccc2)cc1	-1%	nt	1%	nt	nt	-1%	nt	nt	3%
COc1cc(OC)c(N(C)C(=O)c2sc3nc4n(c(=O)c3c2C)CCCC4)cc1Cl	-2%	-19%	nt	-15%	-10	89µM*	-5%	20%	nt
CSc1ncccc1C(=O)OC(C)C(=O)Nc1cccc(S(=O)(=O)N2CCOCC2)c1 (stereo not drawn)	nt	-10%	3%	-22%	-4	nt	i	-4%	nt
CC(CN1CCCC1)OC(=O)c1ccc(Cl)cc1 (stereo not drawn)	1%	-7%	-3%	-26%	1	18%	-6%	24%	-2%
NC(=O)c1c(NC(=O)CN2C(=O)CCC2=O)sc2c1CCCCC2	-4%	4%	3%	-17%	nt	-22%	-3%	31%	-1%
CCOc1ccccc1OCCCC(=O)N(C)CC(=O)Nc1cc(C)ccc1C	-7%	0%	0%	-11%	-5	3%	i	100%[activator]	-5%
COc1cccc(NC(=O)c2cc(OC)c(OC)c(OC)c2Br)c1	-2%	-13%	-3%	-19%	-23	55%	i	62%[activator]	-3%
CCCN1CN(c2ccccc2)C(=S)N(c2ccccc2)C1	-1%	0%	2%	-17%	-11	-26%	-16%	64%[activator]	10%
CC(C)C(OC(=O)c1nsc(Cl)c1Cl)C(=O)NC(C)(C)C (stereo not drawn)	-5%	-13%	11%	-7%	2	-4%	-10%	28%	-12%
c1ccc(-c2nnnc3ccccc23)cc1	0%	-13%	3%	-24%	-4	11%	3%	21%	-5%
Cc1cccc(C(=O)NCCC(=O)Nc2nc(C)c(Cc3ccc4c(c3)OCO4)s2)c1	-2%	-14%	1%	0%	0	?	-4%	121%[activator]	-16%
O=C(CSc1ccsc1[N+](=O)[O-])NCc1ccccc1	-6%	-25%	4%	79µM*	-14	?	-2%	?	-14%
COC(=O)C1=C(C)N(C(C)C)C(=O)C1(NC(C)=O)C(F)(F)F (stereo not drawn)	0%	3%	16%	-13%	-7	26%	-3%	9%[58.9 µM]	-6%
COc1ccc(NC(=O)c2oc3ccccc3c2NC(=O)c2cc(=O)c3cc(Cl)ccc3o2)cc1	-8%	-1%	nt	-10%	3	19%	6%	-2%	-6%
CCOc1ccc(NC(=O)c2sccc2-n2cccc2)cc1	-7%	3%	-9%	-18%	-1	-5%	i	15%	?
COC(=O)CSc1nc2c(c(-c3ccc(C)o3)c1C#N)CCCC2	-8%	-15%	-2%	-18%	0	1%	i	?	-18%
Cc1ccc(NC(=O)/C(C#N)=C/c2ccc(-c3ccc(Cl)c(C(=O)O)c3)o2)cc1C	2%	?	nt	-9%	nt	-21%	-3%	-23%	-9%
COc1ccc(NC(=O)c2ccc3c(SCC(=O)O)c4c(nc3c2)CCCC4)cc1OC	-1%	-6%	nt	-10%	nt	3%	-10%	2%	16%
COC(=O)C1C(=O)OC(C)(C)C1C(C)C(=O)c1ccccc1 (stereo not drawn)	-4%	9%	2%	-6%	-7	19%	-4%	23%	-13%
COc1ccc(NS(=O)(=O)c2ccc3c(c2)N(C(C)=O)CCS3)cc1	-2%	-6%	5%	-18%	13	0%	0%	27%	-5%
CN(CC(=O)Nc1ccc(N2CCOCC2)cc1)C(=O)c1cc(F)c(F)cc1Cl	nt	-1%	3%	-16%	-6	nt	-3%	48%[activator]	nt
COc1cc2c(cc1OC)C(C(=O)N1CCOCC1)C(c1cccs1)N(C)C2=O (stereo not drawn)	2%	-5%	0%	3%	11	46%	-3%	0%	-5%
CCc1c(C)c2cc3c(c(C)c2oc1=O)OCN(CCc1ccccc1F)C3	13%	5%	nt	-20%	0	1%	-3%	6%	849%[activator]
Cc1ccc(N(C(=O)Cc2cccs2)C(C(=O)NC2CCCCC2)c2ccccn2)cc1C (stereo not drawn)	2%	-8%	20%	-11%	-11	14%	-7%	8%	-16%
O=C(COc1ccc2c3c(c(=O)oc2c1)CCC3)NCC1CCC(C(=O)O)CC1 (stereo not drawn)	-2%	-5%	27%	-4%	10	56%	-8%	-11%	-1%
COc1ccccc1NC(=O)COC(=O)C1CC1	-1%	5%	-3%	-17%	-25	-1%	4%	10%	-1%
O=C1OC(c2ccccc2)(c2ccc3cc(O)ccc3c2)c2ccccc21 (stereo not drawn)	nt	-5%	nt	?	-29	nt	-10%	-2%	nt
N#Cc1c(SCC(=O)OCc2ccccc2)nsc1SCC(=O)OCc1ccccc1	-4%	-4%	-3%	-17%	-12	20%	-6%	-1%	?
Cc1ccc(-c2csc(Nc3ccccn3)n2)cc1	-15%	-7%	9%	-16%	-36	-12%	-5%	-9%	-19%
COc1ccc(NC(=O)N2Cc3ccccc3CC2C(=O)NC(C)(C)C)cc1 (stereo not drawn)	-2%	-20%	0%	4%	3	23%	4%	1%	-10%
CCOc1ccccc1NS(=O)(=O)c1cc2c3c(c1)CC(=O)N3CCC2	1%	-3%	25%	-9%	-5	11%	i	25%	-10%
CCc1ccccc1NC(=O)Cn1c(=O)ccc2cc(S(=O)(=O)N3CCCC3)ccc21	-1%	-4%[60.1 µM]	nt	-15%	nt	-11%	-8%	17%	-6%
CC(=O)O[C@H]1C(=O)[C@@]2(C)[C@H]([C@H](OC(=O)c3ccccc3)[C@]3(O)C[C@H](OC(=O)[C@H](O)C(NC(=O)c4ccccc4)c4ccccc4)C(C)=C1C3(C)C)[C@]1(OC(C)=O)CO[C@@H]1C[C@@H]2O (stereo partly drawn)	-9%	5%	-8%	-22%	nt	-1%	-3%	13%	-7%
Cc1ccc(C(c2nnnn2Cc2cccs2)N2CCN(Cc3ccc4c(c3)OCO4)CC2)cc1 (stereo not drawn)	-8%	-9%	2%	-4%	-3	?	-4%	?	?
CCCc1nnc(SCC(=O)N2CCOCC2)n1CCCOC	-4%	-6%	3%	2%	3	19%	-1%	4%	-7%
O=C(CSc1nnc(NC(=O)C2CC2)s1)Nc1ccc2c(c1)OCCO2	-2%	1%	7%	-21%	3	19%	4%	108%[activator]	-8%
COc1cccc(OCc2cc(C(=O)N3CCN(C(=O)c4ccco4)CC3)no2)c1	-1%	-13%	-2%	-13%	12	0%	-7%	15%	-8%
CCOC(=O)CSc1nnc(NC(=O)CCc2ccccc2)s1	0%	-2%	3%	2%	7	28%	12%	?	-8%
COc1cccc2[nH]c3c(N4CCC(C(N)=O)CC4)ncnc3c12	6%	-1%	11%	-5%	6	13%	-5%	6%	-3%
COc1ccc(OC2C(=O)N(CCc3ccc(OC)c(OC)c3)C2c2ccc3c(c2)OCO3)cc1 (stereo not drawn)	0%	-6%	?	3%	3	-9%	1%	2%	1%
O=C(Nc1nnc(C2CCCCC2)s1)C1CC(=O)N(c2ccccc2)C1 (stereo not drawn)	-1%	4%	58%[activator]	-15%	3	3%	-1%	63%[activator]	-2%
CC(=NNc1nc2ccccc2s1)c1ccncn1	nt	-10%	nt	-19%	-22	nt	0%	-2%	nt
CCc1ccccc1Nc1nc2cc(Cl)c(Cl)cc2nc1-n1nc(C)cc1C	-1%	-1%	nt	-1%	2	-16%	i	65%[activator]	3%
COc1ccc(NC(=O)/C=C/c2ccccc2)cn1	-1%	5%	2%	-14%	-13	23%	-4%	151%[activator]	-8%
C=CCN1C(=O)c2cccc3c(Br)ccc(c23)C1=O	-8%	-8%	3%	-8%	18	?	4%	69%[activator]	-10%
COc1ccc(NC(C)C(=O)Nc2cccc(S(=O)(=O)N3CCOCC3)c2)cc1OC (stereo not drawn)	nt	-4%	40%[activator]	3%	-4	nt	8%	-12%	nt

(more compounds)
SMILES	BLM helicase inh	POLK inh	APEX1 inh	Pol eta inh	RXFP1 antagonist	POLB inh	PGK inhibitor	Pol iota inh	Anesthetic bind
CCCCOC(=O)c1ccc(NC(=O)C2(c3cccs3)CCOCC2)cc1	-7%	-10%[60.1 µM]	nt	-12%	nt	-7%	-9%	4%	7%
CNc1nnc(-c2ccc(N(C)C)cc2)s1	1%	-2%	3%	0%	-9	2%	nt	28%	49%[activator]
COc1cc(-c2nc3ccc(C)cn3c2NCc2ccccc2)ccc1-c1cccc(Cl)c1	nt	-3%	-7%	0%	nt	nt	-6%	3%	nt
CCOc1ccc(C(=O)Nc2c(C(=O)Nc3ccccc3F)oc3ccccc23)cc1OCC	-3%	-22%	nt	-2%	nt	51%	4%	109%[activator]	2%

Screening data deposited in PubChem BioAssay by National Center for Advancing Translational Sciences (NCATS).
